# Screening results from PubChem.
# SENP8 block-1: SENP8 protease inhibitors, primary screen, biochemical, luminescence | Sentrin-specific protease 8 (Homo sapiens), Q96LD8 | purified SENP8, Z-RLRGG-aminoluciferin cleavage | inhibition, % at 10 µM | 330,000 compounds, 1.2% hits | AID 2540, 2010; in the data active = inhibition above about 50%
# Apaf-1 inh: inhibitors of human Apaf-1 apoptosome, primary screen, biochemical, DEVD-Rh110 fluorescence, uHTS. inhibition, % at 20 µM. AID 489030, 2010. 330,000 compounds, 0.71% hits. reconstituted apoptosome caspase-3 activity. Apoptotic protease-activating factor 1 (Homo sapiens), O14727; active = inhibition of at least 40% at 20 µM;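 also: plate controls were DMSO wells for no effect and DEVD-CHO caspase inhibitor wells for full effect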
# Target sequence (O14727 whole entry, looked up): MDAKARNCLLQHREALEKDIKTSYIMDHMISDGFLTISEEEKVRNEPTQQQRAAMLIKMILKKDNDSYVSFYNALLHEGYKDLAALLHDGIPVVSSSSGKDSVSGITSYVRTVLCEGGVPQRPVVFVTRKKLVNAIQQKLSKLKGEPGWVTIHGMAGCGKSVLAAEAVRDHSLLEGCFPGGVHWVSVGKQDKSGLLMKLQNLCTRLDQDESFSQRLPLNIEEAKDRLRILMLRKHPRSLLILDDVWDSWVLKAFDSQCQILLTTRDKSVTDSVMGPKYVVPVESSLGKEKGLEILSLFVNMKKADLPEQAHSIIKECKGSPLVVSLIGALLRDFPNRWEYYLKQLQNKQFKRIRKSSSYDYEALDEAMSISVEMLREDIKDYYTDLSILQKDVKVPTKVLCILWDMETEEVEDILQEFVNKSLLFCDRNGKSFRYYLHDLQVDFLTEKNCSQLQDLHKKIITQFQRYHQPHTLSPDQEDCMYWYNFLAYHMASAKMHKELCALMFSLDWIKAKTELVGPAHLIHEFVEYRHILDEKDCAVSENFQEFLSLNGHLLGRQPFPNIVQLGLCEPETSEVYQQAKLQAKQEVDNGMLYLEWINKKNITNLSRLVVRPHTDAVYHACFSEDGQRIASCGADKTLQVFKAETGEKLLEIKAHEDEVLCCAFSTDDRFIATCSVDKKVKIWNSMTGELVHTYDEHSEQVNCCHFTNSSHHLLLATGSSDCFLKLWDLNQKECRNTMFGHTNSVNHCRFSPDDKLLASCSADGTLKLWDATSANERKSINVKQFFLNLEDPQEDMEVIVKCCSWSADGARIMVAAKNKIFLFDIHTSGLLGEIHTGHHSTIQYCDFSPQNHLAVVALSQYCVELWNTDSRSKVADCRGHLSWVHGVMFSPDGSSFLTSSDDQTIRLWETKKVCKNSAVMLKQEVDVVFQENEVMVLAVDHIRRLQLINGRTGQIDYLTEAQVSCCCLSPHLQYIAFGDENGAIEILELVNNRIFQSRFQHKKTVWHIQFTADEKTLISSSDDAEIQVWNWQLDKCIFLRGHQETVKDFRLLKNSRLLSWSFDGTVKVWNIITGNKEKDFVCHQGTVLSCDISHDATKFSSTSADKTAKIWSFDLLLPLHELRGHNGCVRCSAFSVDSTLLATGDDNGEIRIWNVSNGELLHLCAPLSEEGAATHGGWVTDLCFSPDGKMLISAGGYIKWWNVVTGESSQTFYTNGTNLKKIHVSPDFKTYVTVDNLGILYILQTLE
#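 Material: cell-free apoptosome with Apaf-1, procaspase-3 and caspase-9; Buffer or medium: Hepes pH 7.5 with detergent and BSA; Reagent: cytochrome c trigger plus (Z-DEVD)2-Rh110 caspase-3 substrate; Times: compound with Apaf-1, dATP, procaspase-3 30 min, then 50 min reaction, room temperature; Technique: Rh110 fluorescence intensity.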
# SENP6 inh: SENP6 protease inhibitors, primary screen, biochemical, luminescence, uHTS. Sentrin-specific protease 6 (Homo sapiens), Q9GZR1. Recombinant SENP6 catalytic domain, aminoluciferin luminescence. inhibition, % at 10 µM. 330,000 compounds, 1.8% hits. AID 2599, 2010;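 active = inhibition above about 50% at the single tested dose, limit read from the data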;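 also: plate controls were DMSO wells with enzyme for no effect and DMSO wells lacking enzyme for full effect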
# SENP8 block-2: human SENP8 protease inhibitors, primary screen, biochemical, fluorescence, Nedd8 protein substrate, uHTS. recombinant SENP8. inhibition, % at 20 µM. AID 602440, 2012. 360,000 compounds, 0.64% hits; in the data active = inhibition mostly above about 40%, no sharp cut-off; inactive = mostly below about 27%
# SENP1 inh: human SENP1 catalytic domain inhibitors, primary screen, biochemical, FRET, uHTS; inhibition, % at 10 µM; 360,000 compounds, 0.21% hits; AID 624204, 2012; recombinant SENP1 catalytic domain, CyPet-SUMO1-YPet FRET cleavage;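 active = inhibition at least 30% at 10 µM, raw YFP signal under a set limit, fluorescence ratio 0.5 to 1.5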;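 also: 0% = enzyme with DMSO and 100% = no enzyme wells; some results filed as inactive read as strong as hits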
#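 Material – human SENP1 catalytic domain · Input – SENP1 enzyme, 20 pM final · Compound dosing – single concentration of 10 µM compound, 0.5% DMSO final · Timing – enzyme reaction for 50 min at room temperature, dark · Measured by – FRET fluorescence in CFP and YFP emission channels · Control set – no-enzyme wells low, DMSO-plus-enzyme wells high control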
# PfGluPho inh: PfG6PD enzyme inhibitors, primary screen, biochemical, fluorescence intensity, uHTS; glucose-6-phosphate dehydrogenase-6-phosphogluconolactonase (Plasmodium falciparum 3D7); PfGluPho enzyme, NADPH resazurin-diaphorase fluorescence; inhibition, % at 20 µM; 350,000 compounds, 0.78% hits;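 active = inhibition reaching at least a set limit at 20 µM in the primary screen, cut at about 59% in these data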;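 also: 0% = DMSO wells with substrate and 100% = DMSO wells lacking glucose-6-phosphate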
# HKDC1 inh: HKDC1 hexokinase inhibitors, primary screen, biochemical, fluorescence, uHTS; Q2TB90; recombinant HKDC1, G6PDH/diaphorase resazurin coupled fluorescence; 340,000 compounds, 0.16% hits; inhibition, % at 20 µM;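 active = inhibition above about 35% when tested at 20 µM, limit read from the data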;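 also: plate controls were DMSO wells with enzyme for no effect and DMSO wells lacking enzyme for full effect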
#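 Test system: Recombinant HKDC1 (HK5) hexokinase enzyme, produced in-house | Input: HKDC1 at 5 µg/mL | Buffer or medium: Tris pH 8.0 buffer with MgCl2, Tween-20, BSA, BME | Schedule: 90 min reaction incubation at room temperature, dark | Technique: Resazurin-to-resorufin fluorescence via G6PDH and diaphorase coupling, 525/613 nm | Controls: DMSO wells with and without enzyme mix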
# SENP7 block: SENP7 protease inhibitors, primary screen, biochemical, luminescence, uHTS; Sentrin-specific protease 7 (Homo sapiens), Q9BQF6; recombinant SENP7, Z-RLRGG-aminoluciferin luminescence, 40 min; inhibition, % at 5 µM; 330,000 compounds, 1.5% hits; AID 434973, 2010;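 active = inhibition above about 50% at the single test dose, limit read from the data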;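 also: plate controls were DMSO with enzyme for no effect and no enzyme buffer wells for full effect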
# Active calls of the source: *; . = no result given.
SMILES,SENP8 block-1,Apaf-1 inh,SENP6 inh,SENP8 block-2,SENP1 inh,PfGluPho inh,HKDC1 inh,SENP7 block
Cc1oc2c(c(=O)c1C)C(=O)CC(c1ccccc1)C2 (stereo not drawn),4.0,-17.5,1.4,19.8,1.6,-7.6,-3.6,6.4
CCCC(C(=O)O)N1C(=O)/C(=C/c2cccn2C)SC1=S (stereo not drawn),.,.,.,19.3,-41.0,2.2,-5.4,.
Cc1cc(NC(=O)C(=O)c2cn(C)c3ccccc23)no1,-1.6,-23.8,-1.4,0.6,3.1,-2.3,-0.6,1.3
CC(N=C1NS(=O)(=O)c2ccccc21)c1ccccc1 (stereo not drawn),0.4,-3.2,-21.0,15.6,3.0,-3.8,-5.2,4.0
O=C(Nc1ccc2ccccc2c1)C(c1ccccc1)C1CCCC1 (stereo not drawn),5.7,8.8,-2.0,2.7,-2.4,6.7,5.0,4.6
O=C(NCCCn1ccnc1)/C(=C\c1ccco1)NC(=O)c1ccco1,-9.3,-18.3,-15.4,7.9,3.5,-4.0,-11.8,2.4
Cc1cc(C)cc(OCC(=O)N2CCCCCC2)c1,5.8,-14.2,-13.3,8.2,0.1,0.4,-5.0,-1.6
COc1ccc(CNS(=O)(=O)c2ccc(S(=O)(=O)NC3CC3)cc2)cc1,2.2,2.2,0.1,9.0,0.6,3.6,2.8,3.9
Cc1cc(C)nc(/N=C(\N)Nc2ccc(S(=O)(=O)O)cc2)n1,5.3,3.1,-29.4,4.0,3.4,5.0,-6.5,8.8
O=C(Nc1cc(Cl)cc(Cl)c1)C1CC(=O)N(C2CCCC2)C1 (stereo not drawn),-2.6,17.8,-2.7,-0.5,0.1,2.1,-6.5,1.8
Cc1ccccc1NS(=O)(=O)c1cccc2nonc12,2.0,0.2,-13.2,10.0,1.0,-30.1,4.2,6.7
Cn1c(=O)c2c(ncn2CC(=O)OCC(=O)c2ccc(Cl)cc2)n(C)c1=O,-2.0,3.3,-17.9,11.4,-0.8,-19.1,-2.1,13.9
CC(C)Cn1c(N)c(C(=O)COC(=O)c2ccc3c(c2)OCCO3)c(=O)n(C)c1=O,1.5,16.4,-14.1,13.8,-7.8,9.9,2.8,2.2
CC(C)CCNc1ncnc2c1nnn2Cc1ccccc1,-11.4,-1.4,1.1,-3.8,0.3,0.8,-2.1,14.1
COc1ccccc1COCC(O)CNCCc1ccc(C(F)(F)F)cc1 (stereo not drawn),-9.4,6.9,-27.0,16.5,0.7,-3.7,-3.6,-1.7
CCOc1ccc(NS(=O)(=O)c2cc(C(=O)NCCCN3CCCC3=O)ccc2C)cc1,9.6,-3.4,-1.1,16.1,4.1,8.3,-7.7,4.9
O=C(CSc1oc(-c2cccs2)nc1S(=O)(=O)c1ccc(F)cc1)NCC1CCCO1 (stereo not drawn),0.4,4.8,-12.5,-88.2,-3.5,5.7,-1.2,4.8
Cc1ccccc1NC(=S)NCc1ccco1,-4.1,-7.6,-19.3,15.9,-0.9,4.5,-13.8,-2.4
FC(F)(F)c1cccc(NC(=S)Nc2cccc(NC(=S)Nc3cccc(C(F)(F)F)c3)n2)c1,0.4,14.9,-11.6,9.2,6.9,27.9,2.9,-3.4
Clc1cccc(OCCCn2ccnc2)c1,-5.3,-3.0,-7.9,10.9,0.7,11.1,-2.2,9.6
O=C(O)/C=C/C(=O)Nc1ccc(-c2ccccc2)cc1,13.6,-8.2,34.7,15.2,2.7,.,.,9.7
CCOc1ccc(OCCC(=O)OCC(=O)Nc2ccc(Cl)cn2)cc1,-1.5,12.3,-12.8,-0.2,1.4,3.8,4.1,1.5
O=C1NC(=S)SC1=Cc1ccc2c(c1)OCO2,.,.,.,37.5,-11.8,-7.1,2.7,.
COc1cc(CN2CCNC(=O)C2CC(=O)N(C)Cc2ncc[nH]2)cc(OC)c1 (stereo not drawn),0.9,13.8,-4.0,-14.2,-2.6,-11.9,-8.7,-2.7
O=c1c(Sc2ccccc2)c(C(F)(F)F)[nH]n1-c1ccccc1,-3.7,-0.8,-4.0,38.4,-1.4,-12.6,5.5,-0.8

# Grouped by structure, the compounds so far containing a COOH group (two)
SMILES,SENP8 block-1,Apaf-1 inh,SENP6 inh,SENP8 block-2,SENP1 inh,PfGluPho inh,HKDC1 inh,SENP7 block
CCCC(C(=O)O)N1C(=O)/C(=C/c2cccn2C)SC1=S (stereo not drawn),.,.,.,19.3,-41.0,2.2,-5.4,.
O=C(O)/C=C/C(=O)Nc1ccc(-c2ccccc2)cc1,13.6,-8.2,34.7,15.2,2.7,.,.,9.7

# Further compounds
SMILES,SENP8 block-1,Apaf-1 inh,SENP6 inh,SENP8 block-2,SENP1 inh,PfGluPho inh,HKDC1 inh,SENP7 block
CCn1c(SCC(=O)Nc2cccc(C)c2)nc2nc3c(cc2c1=O)COC(C)(C)C3,-4.9,7.5,5.9,-2.9,0.0,-1.3,0.7,-0.8
COc1ccc(CNC(=O)c2oc3ccc(S(=O)(=O)N4CCOCC4)cc3c2C)cc1,1.7,14.8,-3.2,7.4,1.8,15.6,3.3,1.9
O=C(c1ccc([N+](=O)[O-])cc1)N(Cc1ccc(Br)cc1)N1C(=O)CCCC1=O,0.7,2.5,13.5,20.7,1.2,12.2,-3.7,-1.3
COc1ccccc1CNC(=O)COC(=O)c1cnccn1,-1.4,-4.2,-14.3,13.8,1.3,-12.8,-1.4,0.5
Cc1onc(-c2ccccc2Cl)c1C(=O)N1CCCCC1,8.2,3.3,13.7,12.8,0.2,-8.6,-6.5,0.8
Cc1ccc(S(=O)(=O)NCC2CCC(C(=O)NCc3ccc4c(c3)OCO4)CC2)cc1 (stereo not drawn),-8.6,-18.9,-13.1,8.6,-0.6,-6.8,1.3,2.0
O=C(CN1CCN(C2CCCCC2)CC1)Nc1ccccc1N1CCCCC1,-4.7,6.3,-1.6,9.7,-0.4,-14.9,1.7,10.5
O=C(Nc1cc(S(=O)(=O)N2CCCCC2)ccc1Cl)c1ccncc1,-2.6,5.0,-15.7,3.9,-0.4,12.4,-0.4,0.6
CCc1ccc(C2NC(c3ccc(CC)cc3)C([N+](=O)[O-])C(C)(C)C2[N+](=O)[O-])cc1 (stereo not drawn),2.0,10.1,0.3,15.0,1.1,4.1,3.6,3.2
O=C(NNC1CC(=O)N(c2ccc(Br)cc2)C1=O)c1ccccn1 (stereo not drawn),-3.0,-13.2,10.7,8.3,2.8,-1.3,4.8,4.6
C#CCn1cc(/C=N/NC(=O)c2cc3ccccc3o2)c2ccccc21,-5.1,10.8,-13.3,-355.6,-10.6,23.1,-5.2,-5.9
O=C(O)CSCCC(=O)Nc1ccc(F)cc1,-0.5,-15.6,-11.4,13.5,1.2,-11.4,2.5,0.5
Fc1ccc(-n2nnc(-c3ccnc4ccccc34)n2)cc1,8.9,0.2,26.3,3.7,1.1,-3.1,-6.4,10.0
Cc1ccc2c(c1)N(CC(=O)N1CCCCC1c1cccnc1)C(=O)CO2 (stereo not drawn),-3.1,-1.7,-7.7,17.2,3.1,-22.5,1.8,7.3
COc1cccc(C2NC(=O)NC(C)=C2C(=O)Nc2cc(OC)ccc2OC)c1 (stereo not drawn),-6.5,10.9,-1.7,1.4,-1.6,-12.7,-7.7,4.7
Cc1ccc(Cl)cc1N1CCN(C(=S)NCc2ccco2)CC1,-5.8,6.4,-8.2,4.9,1.4,3.5,-4.6,-3.7
CCCCCCn1c(N2CCN(c3cccc(Cl)c3)CC2)nc2c1c(=O)[nH]c(=O)n2C,-8.0,37.0,-10.6,27.4,1.0,0.3,-2.8,-4.8
Cc1c(-n2cc(C(=O)c3ccccc3O)cc(C#N)c2=O)c(=O)n(-c2ccccc2)n1C,-8.7,3.5,1.0,30.5,48.5,9.2,-1.2,-4.1
CN(C)CC(C)(C)CNC(=O)C1CCN(CCCc2ccccc2)CC1,-4.9,3.2,1.3,20.6,-0.4,12.5,3.9,-1.5
COc1ccc(S(=O)(=O)Nc2ccccc2OC)cc1NC(=O)c1cc2ccccc2oc1=O,1.6,11.8,5.2,11.8,3.2,-1.8,-4.3,-2.2
COC(=O)C1=C(N)Oc2cc(C)n(CC3CCCO3)c(=O)c2C1c1ccccc1OC (stereo not drawn),-0.1,-3.0,3.0,16.0,-1.1,-7.7,-6.2,5.4
O=C(NCCOC12CC3CC(CC(C3)C1)C2)c1cccc(Br)c1,1.2,12.5,-33.0,14.6,1.4,1.1,2.2,0.2
Cc1sc2nc(CSc3ccccc3)nc(N3CCN(C)CC3)c2c1C,-6.4,7.7,13.0,18.8,-0.5,5.8,-2.3,0.8
O=c1c(-c2ccc(Br)cc2)coc2c(CN3CCOCC3)c(O)ccc12,0.5,-5.0,13.5,-396.1,-1.0,12.0,-3.8,30.4
CC(C)Oc1cccc(C(=O)NC(=S)Nc2cccc(C(F)(F)F)c2)c1,-1.9,18.4,-18.6,24.7,-0.6,2.2,0.8,-0.6

# Four entries already listed, arranged by their value in SENP8 block-2, rising:
structure | SENP6 inh | SENP8 block-2 | SENP1 inh | PfGluPho inh | HKDC1 inh | SENP7 block
Fc1ccc(-n2nnc(-c3ccnc4ccccc34)n2)cc1 | 26.3 | 3.7 | 1.1 | -3.1 | -6.4 | 10.0
O=C(Nc1cc(S(=O)(=O)N2CCCCC2)ccc1Cl)c1ccncc1 | -15.7 | 3.9 | -0.4 | 12.4 | -0.4 | 0.6
COc1ccccc1CNC(=O)COC(=O)c1cnccn1 | -14.3 | 13.8 | 1.3 | -12.8 | -1.4 | 0.5
COC(=O)C1=C(N)Oc2cc(C)n(CC3CCCO3)c(=O)c2C1c1ccccc1OC (stereo not drawn) | 3.0 | 16.0 | -1.1 | -7.7 | -6.2 | 5.4

# The listing continues.
SMILES,SENP8 block-1,Apaf-1 inh,SENP6 inh,SENP8 block-2,SENP1 inh,PfGluPho inh,HKDC1 inh,SENP7 block
Cc1cc(C)c(NC(=O)C(C)OC(=O)c2cc(Br)c(Br)s2)c(C)c1 (stereo not drawn),-0.9,-9.5,-20.2,8.5,0.6,-6.1,-5.1,-8.5
CCc1cccc(OCC(=O)Nc2ccc(S(=O)(=O)N3CCCC3)cc2)c1,1.5,13.0,10.0,-1.2,-3.9,14.7,4.2,-1.5
O=C(NCCc1nnc2ccc(NCc3ccccc3Cl)nn12)c1ccccc1,-3.3,-17.1,-6.6,5.0,-1.4,-4.0,-0.5,7.7
COc1cc(-c2nc(CN(C)C(C)c3ccncn3)c(C)o2)ccc1F (stereo not drawn),-1.7,1.0,14.8,-21.7,-2.8,-7.7,7.9,2.2
Cc1ccc(-c2ccc(/C=N/c3ncn[nH]3)o2)cc1Cl,-9.4,8.1,3.3,-26.3,-8.3,9.4,-0.1,-2.6
O=C(Nc1nnc(-c2ccncc2)s1)C1CCCO1 (stereo not drawn),2.5,-4.6,-18.0,-280.8,-0.1,20.2,5.1,0.3
CCn1cnc2cc(NS(=O)(=O)c3ccc(C)cc3)ccc21,2.2,-7.2,5.0,9.3,0.6,18.2,-10.3,4.9

# Rows are unselected (roughly 3.6% active in at least one column).
